High-throughput results (PubChem BioAssay)
CHRM5 agonist = agonists of human muscarinic M5 receptor (CHRM5). CHO-K1 hM5 cells, Fluo-8 calcium fluorescence; 0% DMSO wells, 100% maximal acetylcholine response. activation, % at 3 µM. hit rate 0.19% among 360,000. AID 624037;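 active = activation above the run's mean over test compounds plus 3 SD, cut at about 23% in these data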;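 note: signal is peak over basal fluorescence ratio across the kinetic read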
Target sequence (P08912 whole entry, looked up): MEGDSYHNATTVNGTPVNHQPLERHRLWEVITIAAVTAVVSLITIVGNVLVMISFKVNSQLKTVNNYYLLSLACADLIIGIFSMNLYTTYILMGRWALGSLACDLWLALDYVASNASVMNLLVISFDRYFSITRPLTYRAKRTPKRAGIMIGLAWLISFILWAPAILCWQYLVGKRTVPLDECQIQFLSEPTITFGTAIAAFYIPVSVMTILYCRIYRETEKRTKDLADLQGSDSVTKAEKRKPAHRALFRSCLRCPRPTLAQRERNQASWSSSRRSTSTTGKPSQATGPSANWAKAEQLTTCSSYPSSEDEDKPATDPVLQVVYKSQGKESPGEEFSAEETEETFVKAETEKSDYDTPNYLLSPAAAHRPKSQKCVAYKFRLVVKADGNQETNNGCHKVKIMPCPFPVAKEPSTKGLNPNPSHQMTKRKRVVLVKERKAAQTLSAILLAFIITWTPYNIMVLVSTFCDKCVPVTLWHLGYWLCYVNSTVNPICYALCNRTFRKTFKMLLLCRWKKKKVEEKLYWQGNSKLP
CHRM5 PAM = potentiates acetylcholine response at human M5 receptor | CHO-K1 hM5, Fluo-8 calcium, ACh EC20 PAM; 0% = ACh EC20, 100% = ACh EC100 | activation, % at 3 µM | hit rate 0.3% among 360,000 | AID 624038;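 active = activation above the run cutoff, the mean activation of all test compounds plus 3 SD, cut at about 18% in these data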
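Measured by: Fluo-8 calcium fluorescence; material: human M5 receptor in CHO-K1 cells; schedule: Post-acetylcholine fluorescence recording 140 s; benchmarks: low control EC20 acetylcholine (0%), high control EC100 acetylcholine (100%); read-out: Max/basal fluorescence ratio as % of EC20–EC100 ACh window; compound: single dose, 3 µM nominal final test concentration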
M4 ag = agonists of human muscarinic M4 receptor (CHRM4); P08173; CHO-K1 hM4/Gqi5, Fluo-8 calcium fluorescence; vehicle 0%, full acetylcholine response 100%; activation, % at 3 µM; hit rate 0.14% among 360,000; AID 624127;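 active = activation above the run mean over all test wells plus 3 SD, cut at about 32% in these data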;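 note: peak over basal fluorescence ratio per well then scaled between controls; 0% = DMSO wells and 100% = acetylcholine at EC100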
CHRM4 antagonist = blocks acetylcholine activation of human M4 receptor; inhibition, % at 3 µM; hit rate 0.73% among 360,000; CHO-hM4 cells, ACh EC80, Fluo-8 calcium fluorescence; P08173;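 active = inhibition above its plate's cutoff, the mean inhibition of sample wells plus 3 SD, cut at about 27% in these data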;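 note: 0% = acetylcholine EC80 with DMSO and 100% = DMSO without agonist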
CHRM1 PAM = positive allosteric modulators of human M1 muscarinic receptor; P11229; hit rate 0.088% among 360,000; AID 588819; activation, % at 3 µM; CHO-K1 hM1, Fluo-8 calcium fluorescence, ACh EC20; 0% = ACh EC20, 100% = maximal ACh; in the data active = activation above about 19%, passing the limit was not always enough
M1 antag = human CHRM1 antagonism. CHO-K1 hM1, Fluo-8 calcium fluorescence, ACh EC80 antagonist. inhibition, % at 3 µM. hit rate 1.3% among 360,000. AID 588852;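 active = percent inhibition above its own plate's cutoff, namely the mean of that plate's compound wells plus 3 SD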;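 note: peak over basal fluorescence ratio during 140 s after agonist addition; 0% = ACh EC80 plus DMSO and 100% = DMSO alone without agonist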
CHRM5 antagonist = antagonists of human muscarinic M5 receptor (CHRM5); CHO-hM5 cells, Fluo-8 calcium fluorescence, ACh EC80; hit rate 0.59% among 360,000; AID 624040; inhibition, % at 3 µM; P08912;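 active = inhibition above a per-plate cutoff, the mean of that plate's test compounds plus 3 SD, cut at about 27% in these data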;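 note: 0% = acetylcholine EC80 with DMSO and 100% = DMSO without agonist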
TAAR1 agonist = human TAAR1 agonism. CHO RD-HGA16 TAAR1, Fluo-8 calcium fluorescence; vehicle wells 0%, saturating PEA agonist 100%. activation, % at 3 µM. hit rate 0.99% among 360,000. Q96RJ0;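 active = activation above the mean activation of all test compounds in the run plus 3 SD, cut at about 38% in these data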
Target sequence (Q96RJ0 whole entry, looked up): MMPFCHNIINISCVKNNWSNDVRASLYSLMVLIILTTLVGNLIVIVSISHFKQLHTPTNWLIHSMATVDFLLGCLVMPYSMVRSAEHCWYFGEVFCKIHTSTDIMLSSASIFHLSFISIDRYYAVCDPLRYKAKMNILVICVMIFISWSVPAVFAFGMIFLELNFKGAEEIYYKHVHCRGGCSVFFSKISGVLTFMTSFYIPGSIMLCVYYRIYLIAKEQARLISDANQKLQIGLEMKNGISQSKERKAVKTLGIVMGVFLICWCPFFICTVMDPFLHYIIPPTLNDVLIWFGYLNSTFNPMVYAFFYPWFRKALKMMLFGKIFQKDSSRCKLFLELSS
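System: CHO RD-HGA16 cells carrying human TAAR1 plus Gα16; Incubation: 17-24 h seeding, 75 min 37 °C dye, 30 min RT; Measured by: Fluo-8 fluorescence, 5 s baseline then 140 s kinetic read; Control set: DMSO and PEA EC100; Replication: single well for each compound.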
CHRM1 agonist = human M1 muscarinic receptor agonism | CHO-K1 hM1, Fluo-8 calcium fluorescence, agonist mode; 0% DMSO, 100% acetylcholine EC100 | activation, % at 3 µM | hit rate 0.33% among 360,000 | AID 588814;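 active = activation above the run's mean compound activation plus 3 SD, cut at about 16% in these data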;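 note: peak over basal fluorescence ratio within a 140 s kinetic read after compound addition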
Active calls of the source: *.

For Cc1c(Cl)cccc1-c1ccc(CNCc2ccccn2)o1 the results were CHRM5 agonist -5.8, CHRM5 PAM -6.9, M4 ag 4.3, CHRM4 antagonist -9.4, CHRM1 PAM -0.8, M1 antag -2.0, CHRM5 antagonist 19.7, TAAR1 agonist 9.2 and CHRM1 agonist -4.8.
For O=C(CSc1nnnn1-c1ccccc1)CC(=O)Nc1ccc(Cl)cc1 the results were CHRM5 agonist -2.0, CHRM5 PAM -5.5, M4 ag 7.7, CHRM4 antagonist -4.5, CHRM1 PAM 5.1, M1 antag -5.0, CHRM5 antagonist -10.9, TAAR1 agonist 5.1 and CHRM1 agonist -0.2.
`O=C1OCCC1Sc1nnc(-c2ccc(Br)cc2)o1` (stereo unspecified) gave CHRM5 agonist -3.7, CHRM5 PAM 0.3, M4 ag 1.1, CHRM4 antagonist 3.8, CHRM1 PAM 0.0, M1 antag -16.8, CHRM5 antagonist -6.1, TAAR1 agonist 0.7 and CHRM1 agonist -1.0.
`COc1ccc(C(=O)N/C(=C\c2ccccc2)C(=O)Nc2ccc(C(=O)NCC(=O)O)cc2)cc1` gave CHRM5 agonist 1.2, CHRM5 PAM -0.3, M4 ag 0.2, CHRM4 antagonist -10.6, CHRM1 PAM 14.9, M1 antag -14.6, CHRM5 antagonist -0.9, TAAR1 agonist 2.9 and CHRM1 agonist 2.8.
Screening COc1ccc(NC(=O)NCCc2c[nH]c3ccccc23)c(OC)c1 returned CHRM5 agonist -1.2, CHRM5 PAM 2.5, M4 ag 2.4, CHRM4 antagonist 1.6, CHRM1 PAM 15.2, M1 antag -14.9, CHRM5 antagonist 5.9, TAAR1 agonist 1.5 and CHRM1 agonist -1.1.
CCCc1ncc(C(O)c2cccc(OC)c2OC)n1C (stereo unspecified) was read as CHRM5 agonist -6.4, CHRM5 PAM -1.7, M4 ag 0.8, CHRM4 antagonist -13.3, CHRM1 PAM -3.9, M1 antag 6.1, CHRM5 antagonist 1.8, TAAR1 agonist -0.4 and CHRM1 agonist -8.7.
Screening CCc1ccc(C(=O)COC(=O)C2=NN(c3ccccc3)C(=O)CC2)cc1 returned CHRM5 agonist -8.9, CHRM5 PAM 3.9, M4 ag 3.5, CHRM4 antagonist -21.1, CHRM1 PAM 5.8, M1 antag -8.0, CHRM5 antagonist -13.2, TAAR1 agonist -2.2 and CHRM1 agonist -6.9.
For O=C1CC(N2CCC(c3nc4ccccc4o3)CC2)C(=O)N1Cc1cccs1 (stereo unspecified) the results were CHRM5 agonist -2.4, CHRM5 PAM 0.8, M4 ag 3.7, CHRM4 antagonist -0.6, CHRM1 PAM 0.8, M1 antag -29.0, CHRM5 antagonist 5.5, TAAR1 agonist 8.1 and CHRM1 agonist -2.5.
For CC(NCC(=O)Nc1ccccc1C(=O)NC1CC1)c1cccc(Cl)c1 (stereo unspecified) the results were CHRM5 agonist 2.5, CHRM5 PAM 2.1, M4 ag 13.3, CHRM4 antagonist -12.8, CHRM1 PAM 3.1, M1 antag -1.4, CHRM5 antagonist 2.1, TAAR1 agonist 4.8 and CHRM1 agonist -0.9.
Screening NC1=NC2(CCCCC2)N=C(Nc2ccc(F)cc2F)N1 returned CHRM5 agonist -6.1, CHRM5 PAM 5.3, M4 ag 0.0, CHRM4 antagonist 3.2, CHRM1 PAM 0.7, M1 antag 2.1, CHRM5 antagonist -2.1, TAAR1 agonist 6.6 and CHRM1 agonist -6.6.
For CC1(C)CC(CCN(Cc2ccccc2)C(=O)c2ccco2)(c2ccccc2)CCO1 (stereo unspecified) the results were CHRM5 agonist -4.6, CHRM5 PAM -17.3, M4 ag 5.6, CHRM4 antagonist -3.5, CHRM1 PAM -9.4, M1 antag 8.8, CHRM5 antagonist 5.1, TAAR1 agonist 3.2 and CHRM1 agonist -4.8.
`OCC[C@@H]1NCc2cc(CO)cc(-c3ccccc3)c21` gave CHRM5 agonist -1.1, CHRM5 PAM -2.1, M4 ag 0.7, CHRM4 antagonist -12.2, CHRM1 PAM -2.0, M1 antag -1.7, CHRM5 antagonist -7.3, TAAR1 agonist 0.3 and CHRM1 agonist -5.0.
Screening CCCC(=O)Nc1ccc2nn(-c3ccc(OC)cc3)nc2c1 returned CHRM5 agonist 0.3, CHRM5 PAM -3.0, M4 ag 4.6, CHRM4 antagonist 0.5, CHRM1 PAM 7.4, M1 antag -8.5, CHRM5 antagonist 4.3, TAAR1 agonist 1.1 and CHRM1 agonist -2.9.
Screening CC(C)CCNC(=O)CN(Cc1ccc2c(c1)OCO2)C(=O)Cn1nnc(-c2cccs2)n1 returned CHRM5 agonist -0.5, CHRM5 PAM -6.0, M4 ag 0.9, CHRM4 antagonist 11.6, CHRM1 PAM 3.8, M1 antag -1.2, CHRM5 antagonist -1.6, TAAR1 agonist 14.9 and CHRM1 agonist -5.1.
`Cc1ccc([N+](=O)[O-])cc1S(=O)(=O)Nc1ccc(C(=O)N(C)C)cc1` gave CHRM5 agonist -2.9, CHRM5 PAM -2.1, M4 ag 0.6, CHRM4 antagonist -7.5, CHRM1 PAM 9.4, M1 antag -6.0, CHRM5 antagonist -4.2, TAAR1 agonist 3.6 and CHRM1 agonist -7.9.
Screening O=C1/C(=C/c2ccc(O)cc2)CCc2ccc([N+](=O)[O-])cc21 returned CHRM5 agonist 1.6, CHRM5 PAM -2.5, M4 ag 3.0, CHRM4 antagonist -2.0, CHRM1 PAM -5.2, M1 antag 9.6, CHRM5 antagonist -3.3, TAAR1 agonist 6.7 and CHRM1 agonist -5.7.
O=C1CCCC/C=C\C[C@H](CC(=O)N(CCO)Cc2ccccc2)C(=O)NCCO1 was read as CHRM5 agonist -2.4, CHRM5 PAM -5.1, M4 ag 2.2, CHRM4 antagonist -8.7, CHRM1 PAM -0.7, M1 antag 3.7, CHRM5 antagonist 12.3, TAAR1 agonist 0.6 and CHRM1 agonist -8.8.
Cc1cc(C)nc(N/N=C/C(Cl)=C/c2ccccc2)n1 was read as CHRM5 agonist 0.7, CHRM5 PAM -1.9, M4 ag 1.1, CHRM4 antagonist 0.8, CHRM1 PAM -5.2, M1 antag 9.1, CHRM5 antagonist -2.7 and CHRM1 agonist 3.6.
`COCCCNC(=O)c1csc([C@@H]2O[C@H](CO)[C@H](O)[C@H](O)[C@H]2O)n1` gave CHRM5 agonist 1.1, CHRM5 PAM -1.7, M4 ag 1.2, CHRM4 antagonist -4.8, CHRM1 PAM 9.2, M1 antag -13.4, CHRM5 antagonist 4.2, TAAR1 agonist 1.2 and CHRM1 agonist -2.6.
For CC(C)c1cc(N2CCN(C(=O)c3ccco3)CC2)n2c(nc3ccccc32)c1C#N the results were CHRM5 agonist 0.9, CHRM5 PAM -7.3, M4 ag 3.3, CHRM4 antagonist -7.5, CHRM1 PAM 12.2, M1 antag -19.3, CHRM5 antagonist -3.1, TAAR1 agonist 5.3 and CHRM1 agonist -7.2.
For COc1ccc(OC)c(C2c3[nH]c4ccccc4c3C[C@H]3C(=O)N(CCCOC(C)C)CC(=O)N23)c1 (stereo partly specified) the results were CHRM5 agonist -5.8, CHRM5 PAM -2.4, M4 ag 2.9, CHRM4 antagonist 4.5, CHRM1 PAM 5.5, M1 antag -1.7, CHRM5 antagonist 5.2, TAAR1 agonist 5.0 and CHRM1 agonist -7.3.
For CCCCn1c(C2CCCCC2)nc2cc3[nH]c(=O)c(C(C)C)nc3cc21 the results were CHRM5 agonist 6.8, CHRM5 PAM 2.1, M4 ag 5.6, CHRM4 antagonist -6.8, CHRM1 PAM 3.8, M1 antag 4.5, CHRM5 antagonist 7.1, TAAR1 agonist 16.3 and CHRM1 agonist 0.8.
Screening CC(=O)N/C(N)=N/c1nc2cc(C)ccc2o1 returned CHRM5 agonist 5.2, CHRM5 PAM -15.9, M4 ag 19.4, CHRM4 antagonist 13.0, CHRM1 PAM -2.1, M1 antag 10.8, CHRM5 antagonist 16.4, TAAR1 agonist -0.4 and CHRM1 agonist -2.9.
Screening CCOC(=O)c1cnc2ccc(OC)cc2c1NCc1ccccc1 returned CHRM5 agonist -2.9, CHRM5 PAM -6.6, M4 ag -2.5, CHRM4 antagonist -4.3, CHRM1 PAM -6.0, M1 antag 13.4, CHRM5 antagonist 0.7, TAAR1 agonist 8.3 and CHRM1 agonist -9.4.
`COc1ccc(Cl)cc1S(=O)(=O)N1CCC(C(=O)NCc2ccco2)CC1` gave CHRM5 agonist -3.1, CHRM5 PAM -0.9, M4 ag 2.7, CHRM4 antagonist -1.8, CHRM1 PAM 7.4, M1 antag -5.9, CHRM5 antagonist -4.5, TAAR1 agonist 2.0 and CHRM1 agonist -1.1.
`COC(=O)c1ccc(C(=O)NCCCCO)cc1` gave CHRM5 agonist -2.4, CHRM5 PAM 1.0, M4 ag 0.7, CHRM4 antagonist -0.3, CHRM1 PAM 4.1, M1 antag 0.8, CHRM5 antagonist 0.5, TAAR1 agonist 4.7 and CHRM1 agonist -4.2.
COc1ccc(-c2nn(CCC(=O)O)cc2/C=C/C(=O)O)cc1[N+](=O)[O-] was read as CHRM5 agonist 0.4, CHRM5 PAM 3.2, M4 ag 0.3, CHRM4 antagonist 2.1, CHRM1 PAM 9.5, M1 antag -9.1, CHRM5 antagonist 1.7, TAAR1 agonist -0.2 and CHRM1 agonist -4.0.
COc1cc(CC(=O)OCC(=O)Nc2ccc(S(=O)(=O)N3CCCC3)cc2)cc(OC)c1OC was read as CHRM5 agonist 0.2, CHRM5 PAM 0.5, M4 ag 3.9, CHRM4 antagonist -2.9, CHRM1 PAM 0.1, M1 antag -29.9, CHRM5 antagonist 1.4, TAAR1 agonist 5.9 and CHRM1 agonist 5.2.
For Cc1ccc(OCC(=O)NCCNC(=O)COc2ccc(C)cc2)cc1 the results were CHRM5 agonist -2.7, CHRM5 PAM 0.9, M4 ag 2.7, CHRM4 antagonist -20.3, CHRM1 PAM 3.7, M1 antag -8.1, CHRM5 antagonist -8.7, TAAR1 agonist 1.0 and CHRM1 agonist -2.9.
For O=C(CN1CCN(C(=O)c2cc(C3CC3)nn2-c2ccccc2)CC1)Nc1ccc(F)cc1 the results were CHRM5 agonist -0.1, CHRM5 PAM 2.4, M4 ag 1.1, CHRM4 antagonist -8.8, CHRM1 PAM 10.4, M1 antag -3.1, CHRM5 antagonist -4.3, TAAR1 agonist 1.3 and CHRM1 agonist 2.6.
CCc1noc(C)c1C(=O)Nc1ccc(S(=O)(=O)N2CCCC(C)C2)cc1 (stereo unspecified) was read as CHRM5 agonist 1.3, CHRM5 PAM -1.9, M4 ag 5.5, CHRM4 antagonist -5.1, CHRM1 PAM -0.2, M1 antag 1.6, CHRM5 antagonist 4.1, TAAR1 agonist 5.7 and CHRM1 agonist -1.4.

2 compounds picked at random from those above, as already listed:
For CCCCn1c(C2CCCCC2)nc2cc3[nH]c(=O)c(C(C)C)nc3cc21 the results were CHRM5 agonist 6.8, CHRM5 PAM 2.1, M4 ag 5.6, CHRM4 antagonist -6.8, CHRM1 PAM 3.8, M1 antag 4.5, CHRM5 antagonist 7.1, TAAR1 agonist 16.3 and CHRM1 agonist 0.8.
COc1cc(CC(=O)OCC(=O)Nc2ccc(S(=O)(=O)N3CCCC3)cc2)cc(OC)c1OC was read as CHRM5 agonist 0.2, CHRM5 PAM 0.5, M4 ag 3.9, CHRM4 antagonist -2.9, CHRM1 PAM 0.1, M1 antag -29.9, CHRM5 antagonist 1.4, TAAR1 agonist 5.9 and CHRM1 agonist 5.2.

An excerpt (hit frequency here may not be typical).
